# Tn6 DDE FP: inhibitors of Tn6 peptide binding to fibrin DD(E), primary screen, biochemical, fluorescence polarization, human fibrin, Tn6 probe; inhibition, % at 8.3 µM; AID 720509, 2013; Fibrinogen beta chain (Homo sapiens), P02675; Fibrin DD(E) TRITC-Tn6 fluorescence polarization displacement; 370,000 tested, 0.21% active;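 active = inhibition above a per-campaign cutoff: mean of compounds within control limits plus 3 SD, cut at about 15% in these data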;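 also: 0% = median of all compound wells on the plate and 100% = blocking peptide control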
# PLC-beta3 inh: human PLC-beta3 inhibitors, primary screen, biochemical, fluorescence; 1-phosphatidylinositol 4,5-bisphosphate phosphodiesterase beta-3 (Homo sapiens), Q01970; Purified PLC-beta3, fluorogenic substrate; inhibition, % at 12.2 µM; 370,000 tested, 0.18% active; AID 720704, 2013; in the data active = inhibition above about 11%;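 also: 0% = median of compound wells on plate and 100% = full blocker control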
# ASAP1 inh: inhibitors of human ASAP1 ArfGAP activity, primary screen, biochemical, fluorescence polarization; Arf-GAP with SH3 domain, ANK repeat and PH domain-containing protein 1 (Homo sapiens), …; ASAP1-stimulated ARF1 GTP hydrolysis, GDP FP detection; inhibition, % at 16.5 µM; 360,000 tested, 0.19% active; in the data active = inhibition above about 25%;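 also: 0% = vehicle with enzyme and substrate and 100% = no enzyme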
# Target sequence (Q9ULH1 325-724 limits assumed): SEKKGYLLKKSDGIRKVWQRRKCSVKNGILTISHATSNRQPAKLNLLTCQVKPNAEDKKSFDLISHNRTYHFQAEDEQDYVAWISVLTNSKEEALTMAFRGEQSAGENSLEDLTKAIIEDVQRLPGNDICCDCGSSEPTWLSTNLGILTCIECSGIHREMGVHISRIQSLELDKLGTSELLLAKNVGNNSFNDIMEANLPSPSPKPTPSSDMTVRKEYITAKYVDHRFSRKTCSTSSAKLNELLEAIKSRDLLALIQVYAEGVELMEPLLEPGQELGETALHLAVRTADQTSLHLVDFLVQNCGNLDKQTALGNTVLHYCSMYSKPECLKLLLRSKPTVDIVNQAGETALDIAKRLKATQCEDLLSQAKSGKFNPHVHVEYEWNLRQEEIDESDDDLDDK
# SIAE inh: human SIAE inhibitors, primary screen, biochemical, fluorescence polarization, FP-Rh probe, 1536-well HTS | SIAE FP-Rh probe binding | AID 1053197, 2014 | 370,000 tested, 0.69% active | inhibition, % at 9.66 µM;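 active = inhibition above a cutoff: mean of compounds within the control limits plus 3 SD of those, cut at about 17% in these data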;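 also: 0% = plate median of compound wells and 100% = probe without SIAE protein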
# TDP2 absorb: human TDP2 enzyme inhibitors, primary screen, biochemical, epi absorbance, recombinant enzyme; Tyrosyl-DNA phosphodiesterase 2 (Homo sapiens), O95551; T5PNP hydrolysis, p-nitrophenol absorbance 415 nm; inhibition, % at 12.8 µM; 370,000 tested, 0.34% active; AID 720702, 2013;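 active = inhibition above the mean of all tested compounds plus 3 SD, set per campaign, cut at about 25% in these data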;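 also: 0% = DMSO with enzyme and 100% = buffer with substrate but no TDP2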
#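 Material: recombinant human TDP2; quantity: TDP2 enzyme at 120 nM final; medium: Tris-HCl pH 7.5 with MgCl2; compound: single concentration, 12.8 µM nominal, with 1% DMSO; incubation: 2 h enzyme incubation at 37 °C; signal: epi absorbance; measure: percent inhibition; benchmarks: high control without enzyme, low control DMSO plus TDP2; repeats: singlicate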
# DDE Tn7 FP inh: inhibitors of Tn7 peptide binding to fibrin DD(E), primary screen, biochemical, fluorescence polarization, human fibrin, Tn7 probe; Fibrinogen beta chain (Homo sapiens), P02675; FP displacement of FITC-Tn7 peptide from fibrin DD(E); 0% = median of compound wells per plate; inhibition, % at 8.3 µM; 370,000 tested, 0.13% active; AID 720508, 2013;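 active = inhibition above the mean of compounds falling within the control limits plus 3 SD of them, cut at about 14% in these data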;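 also: 0% = plate median of compound wells and 100% = 10 µM Aha-Tn7 peptide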
#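 system = human fibrin DD(E) protein | quantity = DD(E) 2 µM final | medium = Tris/NaCl/CaCl2 buffer, pH 7.8 | also added = labelled Tn7 tracer, 0.1 µM | compound dosing = single point at 8.3 µM | timing = compound with protein 10 min, then 3 h after probe, room temperature | signal = FP measurement | benchmarks = Aha-Tn7 high control | repeats = one replicate per compound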
# PLC-gamma1 inh: PLC-gamma1 enzyme inhibitors, primary screen, biochemical, fluorescence, purified enzyme; 1-phosphatidylinositol 4,5-bisphosphate phosphodiesterase gamma-1 (Homo sapiens), P19174; fluorogenic substrate; inhibition, % at 12.2 µM; 370,000 tested, 0.84% active; AID 720700, 2013; in the data active = inhibition above about 9.5%
# ARFGAP1 inhibitor: inhibitors of rat ARFGAP1 GAP activity, primary screen, biochemical, fluorescence polarization, GDP tracer; ADP-ribosylation factor GTPase-activating protein 1 (Rattus norvegicus), Q62848; Arfgap1-stimulated ARF1 GTP hydrolysis, GDP FP detection; inhibition, % at 16.5 µM; 360,000 tested, 0.26% active;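 active = inhibition above a per-plate limit, mean inhibition of low control wells plus 3 SD, cut at about 25% in these data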;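 also: 0% = DMSO wells with enzyme and 100% = wells lacking Arfgap1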
# Target sequence (Q62848 1-136 limits assumed): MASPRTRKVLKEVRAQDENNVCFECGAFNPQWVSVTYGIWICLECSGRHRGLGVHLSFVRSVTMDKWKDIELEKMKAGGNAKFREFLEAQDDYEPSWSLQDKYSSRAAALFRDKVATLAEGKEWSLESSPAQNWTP
#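 Material: rat Arfgap1 catalytic domain, aa 1-136; also added: human ARF1(Δ1-17)-GTP substrate; compound dosing: one concentration, 16.5 µM, DMSO 1.26%; incubation: GTP hydrolysis reaction 2 h at 25 °C; measured by: Tracer-displacement fluorescence polarization with EDTA stop, 620/688 nm; evaluation: % inhibition from polarization; repeats: one replicate per compound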
# ADAM17 inh: ADAM17 inhibitors, primary screen, biochemical, QFRET | Disintegrin and metalloproteinase domain-containing protein 17 (Homo sapiens), P78536 | recombinant ADAM17, EDANS/DABCYL FRET peptide cleavage | inhibition, % at 6.95 µM | 370,000 tested, 0.83% active | AID 720648, 2013;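 active = inhibition above the mean of compounds lying between control limits plus 3 SD, set per campaign, cut at about 8.5% in these data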;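 also: 0% = DMSO-only wells as the low control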
# ADAM10 inh: human ADAM10 inhibitors, primary screen, biochemical, QFRET, HTS; Disintegrin and metalloproteinase domain-containing protein 10 (Homo sapiens), O14672; recombinant ADAM10, EDANS/DABCYL FRET peptide cleavage, 3 h; inhibition, % at 7 µM; 370,000 tested, 0.62% active; AID 720582, 2013;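 active = inhibition above a per-campaign cutoff equal to the mean of compounds falling between control-based bounds plus 3 SD, cut at about 20% in these data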;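 also: 0% = DMSO wells while the 100% control is not disclosed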
# Target sequence (O14672 214-748 limits assumed): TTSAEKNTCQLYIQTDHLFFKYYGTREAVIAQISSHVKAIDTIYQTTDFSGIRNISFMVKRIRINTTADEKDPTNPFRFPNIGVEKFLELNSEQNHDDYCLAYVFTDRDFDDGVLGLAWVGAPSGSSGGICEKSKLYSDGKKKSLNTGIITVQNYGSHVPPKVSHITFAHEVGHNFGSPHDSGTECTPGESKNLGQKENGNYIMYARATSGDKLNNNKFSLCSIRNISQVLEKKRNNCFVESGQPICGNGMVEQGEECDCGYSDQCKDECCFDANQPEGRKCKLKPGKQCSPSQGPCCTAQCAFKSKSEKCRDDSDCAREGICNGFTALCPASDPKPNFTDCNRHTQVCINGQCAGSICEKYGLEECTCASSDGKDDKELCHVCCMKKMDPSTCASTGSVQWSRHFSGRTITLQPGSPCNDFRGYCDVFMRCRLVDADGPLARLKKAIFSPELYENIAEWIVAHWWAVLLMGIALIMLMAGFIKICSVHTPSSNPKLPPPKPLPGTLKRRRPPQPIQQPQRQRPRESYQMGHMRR
# * hit, by the source's call. Not a hit list; about 3.6% have a hit in one of these screens.
SMILES,Tn6 DDE FP,PLC-beta3 inh,ASAP1 inh,SIAE inh,TDP2 absorb,DDE Tn7 FP inh,PLC-gamma1 inh,ARFGAP1 inhibitor,ADAM17 inh,ADAM10 inh
CN1CC2(C(=O)c3ccccc3)CN(C)CC(C(=O)c3ccccc3)(C1)C2,8,-5,14,-4,4,5,5,8,-4,-10
CC(=O)c1c(C)[nH]c(C(=O)COC(=O)CN2C(=O)C3CCCCC3C2=O)c1C (stereo not drawn),3,4,-3,2,6,-7,-1,4,-3,-9
COc1ccc(CC(=O)NNc2ncnc3c2cnn3-c2ccc(C)cc2)cc1,0,3,2,5,7,1,1,2,-1,-2
CCOC(=O)C(Cc1ccccc1)C(=O)NCc1ccccc1 (stereo not drawn),4,-3,-6,1,3,-5,3,-1,5,-1
Cc1cc(-c2cc(-c3ccc(Cl)cc3)on2)nc(NC2CCCC2)n1,-4,-8,-5,-7,3,-2,-2,-2,0,-9
CC1(C)Cc2c(sc3c2c(N)nc(=S)n3Cc2ccccc2)CO1,8,-3,-2,7,-15,-6,0,3,0,4
COc1ccc(-n2c3c(c(=O)[nH]c2=O)C(NC(C)=O)(C(F)(F)F)C(=O)N3)cc1 (stereo not drawn),-5,-1,-3,6,-7,0,2,5,-2,-8
CC(C)=C1C2CCC1C(C(=O)NCCc1ccccc1)C2C(=O)O (stereo not drawn),5,2,4,21*,12,6,0,6,-1,6
CCN(CC)CCNC(=O)C1CCCCN1S(=O)(=O)c1cccc([N+](=O)[O-])c1 (stereo not drawn),5,-1,-16,10,12,4,-2,-5,-4,-4
CCOC(=O)c1cnc2c(Cl)c(Cl)ccc2c1N1CCN(C)CC1,7,-140,-4,-4,0,-4,-7,-3,-3,1

# An excerpt from above, reduced to DDE Tn7 FP inh.
structure	DDE Tn7 FP inh
COc1ccc(CC(=O)NNc2ncnc3c2cnn3-c2ccc(C)cc2)cc1	1
CC1(C)Cc2c(sc3c2c(N)nc(=S)n3Cc2ccccc2)CO1	-6

# (next part)
SMILES,Tn6 DDE FP,PLC-beta3 inh,ASAP1 inh,SIAE inh,TDP2 absorb,DDE Tn7 FP inh,PLC-gamma1 inh,ARFGAP1 inhibitor,ADAM17 inh,ADAM10 inh
CCCC(=O)Nc1nnc(CCOC)s1,2,2,2,-3,-12,-5,5,-7,3,5
Cc1nc2ccc(NS(=O)(=O)c3ccc(F)cc3F)cc2s1,-6,-37,-16,4,4,4,-30,-5,0,-5
COc1ccccc1Cc1c(C2CCCCC2)nc2ccc(Br)cn12,5,-16,12,1,4,7,-11,-10,-5,-10
COc1ccc(S(=O)(=O)N(CCCN2CCCC2=O)Cc2cc3cc(C)c(C)cc3[nH]c2=O)cc1,4,-10,8,-2,1,5,-7,-3,-33,-93
CC1CC(C)CN(C(=S)NC2CCCCC2)C1 (stereo not drawn),-3,1,-6,6,-3,5,-1,10,0,-1
Cc1oc2ccc(OCc3cccc(Cl)c3)cc2c1C(=O)O,-2,-2,2,5,-6,1,1,-2,2,6
CCOc1ccc(CN(C)C(=O)c2cccc(S(=O)(=O)N3CCCC3)c2)cc1OC,4,1,-9,4,-4,-5,-4,-21,0,-7
COc1ccc(/C=N/NC(=O)CC(=O)NCc2cccnc2)cc1[N+](=O)[O-],-2,3,10,-4,-9,4,5,8,0,5
COc1ccccc1NC(=O)Nc1ccc(Cc2ccncc2)cc1,-8,-7,11,2,7,-6,2,2,3,6
Cc1cc2c(cc1C)CSC(c1ccccc1OC(=O)C(C)C)SC2,-11,2,-4,4,7,-6,-1,5,-2,-2
C#Cc1ccc([C@@H]2C=C(C(=O)OCC=C)O[C@H](OCCCCO)C2)cc1,-7,-4,-5,-10,4,4,-3,-3,3,2
O=C(CSc1nnc(CNC(=O)c2c(F)cccc2F)o1)NCc1ccc(F)cc1,-1,-3,-2,-3,0,2,-1,4,-5,-13
Cc1nn(Cc2ccccc2Cl)c(C)c1NC(=O)c1cc(-c2ccc(F)cc2)on1,4,-2,11,-7,-19,3,2,-4,2,1
CC(=O)N1CCc2cc(S(=O)(=O)NCCC3=CCCCC3)ccc21,6,1,8,6,-2,-1,-3,-1,-1,4
Cc1cccc(C)c1NC(=O)CN1CCN(CCCC(c2ccc(F)cc2)c2ccc(F)cc2)CC1,2,3,-4,-10,2,-3,-2,-10,-2,5
O=C(Nc1ccc2nc(C(F)(F)F)[nH]c2c1)[C@@H]1O[C@H](CO)[C@@H](O)[C@H]1O,-8,5,5,1,-11,-3,-1,4,0,-19
CCOc1ccc(N2C(=O)CC(N3CCC(NC(=O)Nc4ccccc4)CC3)C2=O)cc1 (stereo not drawn),3,1,4,1,6,-4,4,4,-1,12
O=[N+]([O-])c1ccc(N2CCC(=NOCc3ccc(Cl)cc3)CC2)cc1,-3,3,1,7,6,-1,1,14,3,11
O=C1CCCC2=C1C(c1ccccc1)CC(=O)N2c1ccccc1 (stereo not drawn),-4,9,-3,1,0,-2,3,-7,3,6
O=C(CC1C(=O)NCCN1Cc1cccc(C(F)(F)F)c1)NCCCOc1cccnc1 (stereo not drawn),-5,-11,-11,7,0,-3,-6,-8,-4,-6
Cc1ccc(CC(NC(=O)c2ccc(C)cc2)C(=O)O)cc1 (stereo not drawn),6,-3,-12,2,10,2,-1,-5,-2,-2
Cc1ccc(Cc2c(-c3cccc(Cl)c3)nc3cc(C)c(Br)c(C)n23)cc1,5,-28,8,2,-5,-11,-23,-6,-5,-14
COc1cc(CN2CCC(C(=O)NC(c3ccc(-c4ccccc4)cc3)c3cnccn3)CC2)cc(OC)c1 (stereo not drawn),5,-2,-1,-2,3,-4,0,11,1,4
COc1ccc(CCNC(=O)C(C(=O)c2ccccc2)n2cc(Cl)ccc2=O)cc1OC (stereo not drawn),4,-1,0,-2,-20,8,4,5,5,10
COc1ccccc1NC(=O)Cn1cnc2c(cnn2-c2ccc(C)c(C)c2)c1=O,-10,-3,2,-9,3,0,-1,-6,-4,-12
CCc1ccc(N2C(=O)CC(NNc3nc4ccccc4s3)C2=O)cc1 (stereo not drawn),-2,0,0,15,2,1,-3,-10,2,0
Cc1ccc(NC(=O)CN(C)C(=O)Cc2c[nH]c3ccccc23)cc1,-9,-8,-11,3,3,6,1,-8,-3,-14
CCc1c(C)sc(NC(=O)c2cccs2)c1C(=O)OC(C)C,2,-34,-5,-9,4,0,-23,0,-8,-13
Cc1cc(NC(=O)CCSc2ccccc2)ccc1Br,6,4,-4,-14,-19,0,5,22,9.2*,19
CCOc1cc(/C=N\NC(=O)OC)ccc1OC(=O)c1ccco1,4,1,-12,-1,2,3,-1,-1,-3,-10
Cc1noc(C)c1C(=O)N1CCCC(C(=O)c2ccc(Cl)cc2)C1 (stereo not drawn),-10,3,4,2,2,-5,-2,8,1,-1
O=C(NCc1ccc2c(c1)OCO2)C1CCCN1S(=O)(=O)c1ccc(Cl)cc1 (stereo not drawn),0,1,-3,7,2,4,7,3,-2,9
COc1cc2c(cc1OC)CN(C(=O)/C=C/c1cc(OC)c(OC)c(OC)c1)CC2,-5,-43,2,-4,9,1,-31,1,-16,-32
COC(=O)N/N=C(\C)c1ccco1,-7,0,-5,-2,-1,2,-4,2,2,1
COc1cccc(/C=N/NC(=O)CNC(=O)c2cccnc2)c1O,0,-46,1,3,-7,3,-29,1,-7,-15
O=C(Cc1ccccc1)Nc1ccc(NC(=O)c2cccs2)c(Cl)c1,-1,4,-4,3,-1,2,-4,1,0,5
O=C(NCCc1ccc2c(c1)OCO2)C1CCN(S(=O)(=O)c2ccc(Cl)cc2)CC1,-2,5,2,1,3,-6,1,-7,1,2
O=C(NCc1nc2ccccc2[nH]1)C1=C[C@H](c2ccc(Br)cc2)C[C@H](OCc2ccc(CO)cc2)O1,3,-1,16,-35,5,4,0,2,6,19
O=c1oc2cc(OCCO)ccc2c2c1CCCC2,4,-52,-6,1,-13,-9,-40,5,-120,-358
COc1ccc(/C=N/NC(=O)Cn2cc(C(F)(F)F)ccc2=O)cc1,-4,0,7,2,-4,0,2,8,-2,4
O=C(Nc1cccc(-c2cn3cccnc3n2)c1)Nc1ccccc1F,-4,-92,3,-17,6,-1,-60,-4,-50,-133
CCc1cc2cc(C)ccc2nc1SCC(=O)N1CC(=O)Nc2ccccc21,3,-7,2,-11,-3,3,-1,13,4,8
O=C(Nc1cc(S(=O)(=O)N2CCOCC2)ccc1N1CCOCC1)c1cc(=O)[nH]c2ccccc12,2,-8,5,2,-11,-3,-4,-4,0,-9
O=C1COc2ccc(C(=O)COC(=O)CNC(=O)c3ccco3)cc2N1,1,-1,4,0,3,-4,-1,-6,-3,-9
CCn1c(SCC(=O)NCCc2ccc(F)cc2)nnc1-c1cccs1,1,2,-1,0,-3,-2,0,9,-2,7
CCCCC(OC(=O)c1ccco1)C(=O)NCc1ccc(C)cc1 (stereo not drawn),2,3,15,-3,-5,-5,4,8,1,5
Cc1ccc(NC(=O)/C(=C\c2ccccc2)NC(=O)c2ccco2)cc1,0,-3,-9,2,-6,-9,9,-4,4,13
COc1ccccc1N1CCN(C(=O)c2onc(C)c2Cl)CC1,-11,1,-4,-1,7,-13,-1,11,2,-4
Oc1cc(NCCN2CCOCC2)cc2cccnc12,2,-52,-1,6,31*,2,-39,-7,-8,-22
CN(C)c1ccc(N=Nc2ccc(S(N)(=O)=O)cc2)cc1,6,-3,7,-5,-25,-4,1,-6,5,2
O=C(CNCCO)NC12CC3CC(CC(C3)C1)C2,-2,5,-13,3,-4,1,9,-2,-2,1

# Source: PubChem BioAssay (The Scripps Research Institute Molecular Screening Center)
